DAX1 inh-1: blocks DAX1 repression of SF-1 activated StAR promoter | HEK293T StAR-luciferase reporter, SF-1/DAX-1 repression relief | inhibition, % at 6.8 µM | 1.1% of 370,000 active | AID 652010;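 active = inhibition above the mean over all tested compounds plus 3 SD, cut at about 3.6% in these data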;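 note: 0% = DAX-1 cells with DMSO and 100% = cells lacking DAX-1 with DMSO; higher inhibition means more luminescence from relief of DAX-1 repression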
sPLA2-III inh: Blocks human group III sPLA2 activity; Q9NZ20; QFRET BODIPY PC-A2 liposome hydrolysis, fluorescence; inhibition, % at 12.2 µM; 0.56% of 370,000 active; AID 743126;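 active = inhibition above mean plus 3 SD of compounds lying within the high and low control bounds, cut at about 19% in these data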;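 note: 0% = median of test compound wells and 100% = no enzyme DMSO wells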
Target sequence (Q9NZ20 whole entry, looked up): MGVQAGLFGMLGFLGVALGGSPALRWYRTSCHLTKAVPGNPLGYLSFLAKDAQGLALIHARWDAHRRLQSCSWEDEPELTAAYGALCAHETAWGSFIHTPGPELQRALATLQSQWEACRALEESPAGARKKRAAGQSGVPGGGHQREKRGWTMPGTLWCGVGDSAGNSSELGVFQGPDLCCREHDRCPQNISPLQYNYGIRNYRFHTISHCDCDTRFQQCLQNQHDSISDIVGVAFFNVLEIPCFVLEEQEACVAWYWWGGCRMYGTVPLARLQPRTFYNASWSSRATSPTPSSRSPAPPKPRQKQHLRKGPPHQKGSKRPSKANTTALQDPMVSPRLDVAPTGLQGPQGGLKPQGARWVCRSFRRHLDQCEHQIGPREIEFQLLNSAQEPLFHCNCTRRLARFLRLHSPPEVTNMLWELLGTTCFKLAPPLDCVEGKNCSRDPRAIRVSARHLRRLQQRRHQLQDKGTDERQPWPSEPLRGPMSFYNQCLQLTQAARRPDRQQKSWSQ
hgDAF-12 ag: hgDAF-12 agonism, primary luciferase screen. HEK293 GAL4-hgDAF12 UAS-luciferase reporter, agonist luminescence; normalized to butyrate control. activation, % at 6.8 µM. 1.8% of 370,000 active. AID 687014;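 active = activation above a cutoff set at the mean of all screened compounds plus 3 SD, cut at about 10% in these data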;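 note: 0% = DMSO wells and 100% = sodium butyrate wells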
PLC-beta3 inh: inhibitors of human phospholipase C beta3; Q01970; Purified PLC-beta3, fluorogenic substrate, fluorescence; inhibition, % at 12.2 µM; 0.18% of 370,000 active; in the data active = inhibition above about 11%;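 note: 0% = median of compound wells on plate and 100% = full blocker control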
hcDAF-12 act: H. contortus DAF-12 activation, primary screen | HEK293 hcDAF-12 lit1-tk-luc reporter, luminescence; 0% DMSO, 100% Δ7-dafachronic acid | activation, % at 6.8 µM | 1.4% of 370,000 active | AID 652067;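 active = activation above the mean of all tested compounds plus 3 SD, cut at about 5.5% in these data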;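 note: 100% = response to 3 µM Δ7-dafachronic acid high control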
ADAM17 inh: inhibitors of human ADAM17; P78536; recombinant ADAM17, EDANS/DABCYL FRET peptide cleavage; inhibition, % at 6.95 µM; 0.83% of 370,000 active; AID 720648;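 active = inhibition above the mean of compounds lying between control limits plus 3 SD, set per campaign, cut at about 8.5% in these data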;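 note: 0% = DMSO-only wells as the low control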
ssDAF12 agonist: S. stercoralis DAF-12 activation, primary screen; HEK293 ssDAF-12/GRIP1 lit1-tk-luc reporter, luminescence; % of 3 µM dafachronic acid response; activation, % at 6.8 µM; 1% of 370,000 active; AID 652126;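 active = activation above the mean over all tested compounds plus 3 SD, cut at about 0.9% in these data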;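 note: 0% = DMSO-only wells and 100% = 3 µM delta7-dafachronic acid wells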
DAX1 inh-2: inhibits human nuclear receptor DAX1; P51843; HEK293 Gal4-DAX1 luciferase reporter, luminescence; inhibition, % at 6.75 µM; 0.99% of 340,000 active; AID 504766;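 active = inhibition above the mean over all tested compounds plus 3 SD, cut at about 4.2% in these data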;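 note: 0% = DAX1-transfected cells with DMSO and 100% = empty-vector control cells with DMSO; inhibition shows as a rise in luminescence from relieved DAX1 repression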
PLC-gamma1 inh: inhibitors of human phospholipase C gamma1; inhibition, % at 12.2 µM; 0.84% of 370,000 active; purified PLC-gamma1, fluorogenic substrate, fluorescence; AID 720700; in the data active = inhibition above about 9.5%
FXN GAA850 act: frataxin GAA850 promoter activation; HEK293 lucGAA850 FXN promoter luciferase reporter, 24 h; percent of 10 µM SAHA response; activation, % at 6 µM; 0.56% of 360,000 active; AID 540364;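 active = activation above the average of all compounds screened plus 3 SD, cutoff fixed separately per campaign, cut at about 7.5% in these data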;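 note: 0% = DMSO wells and 100% = 10 µM SAHA wells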
ADAM10 inh: ADAM10 inhibition, QFRET primary screen. recombinant ADAM10, EDANS/DABCYL FRET peptide cleavage, 3 h. O14672. 0.62% of 370,000 active. inhibition, % at 7 µM;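 active = inhibition above a per-campaign cutoff equal to the mean of compounds falling between control-based bounds plus 3 SD, cut at about 20% in these data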;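 note: 0% = DMSO wells while the 100% control is not disclosed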
Target sequence (O14672 214-748 limits assumed): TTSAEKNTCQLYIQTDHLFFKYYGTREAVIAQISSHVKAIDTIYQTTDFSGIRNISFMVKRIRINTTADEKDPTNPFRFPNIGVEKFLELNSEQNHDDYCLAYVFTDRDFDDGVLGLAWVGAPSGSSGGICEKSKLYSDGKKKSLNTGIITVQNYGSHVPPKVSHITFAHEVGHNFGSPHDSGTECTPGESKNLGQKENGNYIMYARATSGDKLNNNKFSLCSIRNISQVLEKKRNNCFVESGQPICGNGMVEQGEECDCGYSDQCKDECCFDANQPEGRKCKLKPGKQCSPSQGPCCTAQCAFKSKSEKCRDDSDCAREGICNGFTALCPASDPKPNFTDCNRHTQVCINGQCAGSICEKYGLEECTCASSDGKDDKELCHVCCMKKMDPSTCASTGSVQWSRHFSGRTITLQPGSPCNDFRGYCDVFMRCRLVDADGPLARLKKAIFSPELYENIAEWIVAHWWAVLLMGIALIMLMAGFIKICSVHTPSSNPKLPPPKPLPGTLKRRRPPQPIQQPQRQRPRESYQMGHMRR
* = called active by the depositor; · = not tested or not shown. No enrichment for hits; 6.9% or so of the library scored in one or more.

SMILES	DAX1 inh-1	sPLA2-III inh	hgDAF-12 ag	PLC-beta3 inh	hcDAF-12 act	ADAM17 inh	ssDAF12 agonist	DAX1 inh-2	PLC-gamma1 inh	FXN GAA850 act	ADAM10 inh
CC(=O)Nc1ccc(C(=O)Nc2ccc(S(=O)(=O)NCC3CCCO3)cc2)cc1 (configuration not stated)	-0.5	-7	-1.1	4	-1.4	0	-0.7	0.3	6	-0.2	4
CCc1ccc(N=C2NC(=O)/C(=C/c3cc(OC)c(O)c(OC)c3)S2)cc1	-0.5	-30	-3.7	-168	-2.2	7	-1.2	-0.3	-139	7.3	13
CC1=CC(=O)[C@@H](O)[C@@H](c2ccccc2Br)N1C	0.6	3	0.8	-3	-2.0	-5	-1.0	0.8	1	-0.5	-10
COc1ccc2c(c1OC)C(=O)OC2CC(=O)c1ccc(O)cc1 (configuration not stated)	0.3	1	-0.9	-186	-1.2	0	-1.2	-0.3	-149	-1.8	-1
O=C(CNc1cccc([N+](=O)[O-])c1)N/N=C/c1ccc(F)cc1	1.0	-6	-3.9	-3	-1.5	2	-1.1	-1.0	1	-0.5	8
CC1(C)Cc2c(cnn2-c2ccccc2)C(NC(=O)C2(C(N)=O)CC2)C1 (configuration not stated)	1.5	3	1.3	-6	-1.1	-6	-0.9	-0.5	-2	-0.9	1
CCOC(=O)C(C)(C)N(Cc1cccc(C)c1)S(=O)(=O)c1cccc([N+](=O)[O-])c1	-0.9	-1	-2.3	4	-2.1	7	-2.6	-0.2	2	2.2	14
CCOc1ccccc1/C=N/n1nnnc1N	0.0	5	0.6	-9	-0.4	-14	-1.2	0.2	-5	1.9	-32
COc1ccccc1N=C(C)C1=C(O)COC1=O	0.4	-4	-0.5	-2	1.2	1	-0.7	0.5	2	1.7	-2
CCn1c(SCC(=O)N/N=C(/C)c2ccncc2)nc2ccccc21	0.1	-3	-2.5	1	0.3	-2	-0.8	2.5	-1	-0.2	6
O=S(=O)(CCN1CCN(c2ccccc2O)CC1)c1cc(Cl)ccc1Cl	0.3	-10	-0.7	-2	0.6	-1	-0.5	0.7	-1	0.4	4
CCN1CCN(C(=O)c2cccc(OC3CCN(S(C)(=O)=O)CC3)c2)[C@@H](C)C1=O	-1.5	6	-3.3	-6	3.5	-1	-0.4	0.5	-1	1.6	1
Cc1ccc(C)c(C2=NNC(=NCc3ccccc3)SC2)c1	-0.2	3	2.6	-13	-1.1	-7	-1.8	-0.6	1	1.6	2
O=C(O)Cc1ccc(S(=O)(=O)N2CCCC2)s1	-0.3	7	2.8	-3	3.8	-5	-0.6	0.0	1	0.7	-12
CC(C)c1ccc(NC(=O)N2CCc3nc(NCc4cccc(Oc5ccccc5)c4)ncc3C2)cc1	-2.2	-1	-4.0	-11	-0.1	-4	-2.3	·	-7	-0.5	-13
Cc1cc(-c2n[nH]c(=S)n2N=Cc2cc(Br)ccc2F)n[nH]1	0.0	9	6.5	6	-0.6	1	-1.8	·	6	·	5
CCn1c(-c2c[nH]c3ccccc23)n[nH]c1=S	0.7	24*	2.7	-2	-3.0	-3	-1.1	-0.7	3	0.2	-10
COc1cc(OC)cc(C2=Cc3ccc(OC)cc3C(CC(C)=O)N2c2ccc(C#CC3(O)CCCCC3)cc2)c1 (configuration not stated)	-3.7	-12	-11	-122	-6.8	-17	-2.3	·	-81	·	-61
CCCC(C)NC(=O)COC(=O)c1ccccc1SCC(=O)NC(C)CCC (configuration not stated)	-0.1	1	1.8	-1	0.8	-1	-1.9	0.7	0	1.9	-1
O=C(N/N=C/c1cccc(OC(=O)c2ccc3c(c2)OCO3)c1)c1cncc(Br)c1	0.1	5	1.1	2	0.3	-4	-1.7	-0.4	-7	1.6	-4
CCN1/C(=C/C=C2/SC(=Nc3cccc4ncccc34)N(C)C2=O)Sc2ccccc21	0.3	-2	0.3	-7	-0.7	0	-0.9	0.4	-1	0.2	-4
Cc1ccccc1N=C1NC(=O)/C(=C/c2cccn2-c2cccc(C(=O)O)c2)S1	1.5	-10	0.5	4	0.5	3	-1.4	·	5	·	-4
COc1ccccc1C1C(C(=O)NCc2ccccc2)=C(C)Nc2ncnn21 (configuration not stated)	0.4	0	-2.7	-39	-0.8	-29	-2.0	0.2	-31	-1.9	-113
CCn1c2ccccc2c2cc(/C=N/NC(=O)c3cccc(C)c3)ccc21	-0.8	-26	0.1	-83	-1.5	-2	-1.2	-0.3	-60	-8.7	-12
COc1ccc2cc(C)c3nnc(SCC(=O)Nc4nc(-c5ccc(F)cc5)cs4)n3c2c1	0.1	2	0.1	1	0.2	-1	-1.2	1.2	-2	1.2	-6
O=[N+]([O-])c1cc(C(F)(F)F)cc([N+](=O)[O-])c1NCCNC(=S)Nc1ccc(Cl)c(Cl)c1	-0.2	2	3.3	-6	-0.5	6	-1.8	-0.7	-1	-0.9	18
COC(=O)[C@H](c1ccccc1Cl)N1CCc2sccc2C1	-1.9	-1	2.4	0	-0.6	-4	-0.9	0.0	0	-1.3	-4
CCOc1cccc(SCc2noc(C(=O)NCC3CCCO3)c2C(=O)O)c1 (configuration not stated)	0.5	2	-0.4	0	-1.2	-1	-1.5	0.1	-2	0.5	5
Cc1c(C(=O)N2CCC(C)CC2)oc2ccc(S(=O)(=O)N3CCC4(CC3)OCCO4)cc12	-0.2	-9	2.3	-1	-1.5	-4	-2.3	-1.4	2	1.0	2
CCOC(=O)N1CCN(c2cc(=O)n(-c3ccc(OCC)cc3)c(=O)[nH]2)CC1	-0.2	-3	0.2	0	-0.7	-1	-1.7	-0.1	-2	-3.7	-6
O=C(NCCc1ccccc1)c1cc2ccccc2oc1=O	0.1	6	3.3	-7	1.6	-5	0.6	0.4	3	2.9	0
Cc1ccc(CNC(=O)CCCc2c[nH]c3ccccc23)cc1	0.3	-46	-1.0	-5	2.0	3	-0.7	1.9	-1	1.8	3
CC1CCCCC1NC(=O)CSc1nnc(CNC(=O)c2ccccc2)n1C (configuration not stated)	0.0	0	-0.4	3	-0.6	0	-1.2	-0.1	-2	3.9	1
Cc1ccc(-c2cc(C(=O)N/N=C/c3cccnc3)n[nH]2)o1	-0.7	-4	1.4	0	-0.8	-1	-1.4	-0.9	-1	1.9	-6
CNS(=O)(=O)c1ccc(C)c(S(=O)(=O)NC)c1	-0.1	2	0.5	0	0.7	2	-1.6	-0.3	3	3.5	6
Cc1n[nH]c(C)c1S(=O)(=O)N(C)Cc1ccco1	-0.9	6	-1.5	-6	-0.7	-3	-1.1	3.0	2	1.1	-17

Already shown: an excerpt of the list.
SMILES	DAX1 inh-1	sPLA2-III inh	hgDAF-12 ag	PLC-beta3 inh	hcDAF-12 act	ADAM17 inh	ssDAF12 agonist	DAX1 inh-2	PLC-gamma1 inh	FXN GAA850 act	ADAM10 inh
CNS(=O)(=O)c1ccc(C)c(S(=O)(=O)NC)c1	-0.1	2	0.5	0	0.7	2	-1.6	-0.3	3	3.5	6
Cc1n[nH]c(C)c1S(=O)(=O)N(C)Cc1ccco1	-0.9	6	-1.5	-6	-0.7	-3	-1.1	3.0	2	1.1	-17

(list continues)
SMILES	DAX1 inh-1	sPLA2-III inh	hgDAF-12 ag	PLC-beta3 inh	hcDAF-12 act	ADAM17 inh	ssDAF12 agonist	DAX1 inh-2	PLC-gamma1 inh	FXN GAA850 act	ADAM10 inh
Cc1ccc(N2CCN(S(=O)(=O)N(C)C)CC2)cc1Cl	0.7	7	-0.7	6	-0.8	0	-1.4	0.7	2	0.4	10
C=CCN(CC=C)CCOc1ccc(OC(C)C)cc1	1.0	0	-0.9	2	-1.5	1	-1.6	-0.3	-1	1.6	-3
CCOC(=O)N1CCN(C(=O)CCCn2nnnc2CN2CCC(C)CC2)CC1	0.0	1	0.4	-2	-0.6	1	-1.2	0.5	5	0.2	4
COc1cc(S(=O)(=O)N2CCOCC2)cc(C(=O)c2nccn2C)c1OC	-0.5	-4	-0.4	5	-3.4	-1	-1.5	0.0	0	-1.7	0
CCCc1ccc(OCC(=O)NNC(=O)c2cccnc2)cc1	0.0	6	-0.6	2	0.6	-3	0.3	-2.4	1	0.5	-10
COc1ccc(NC(=O)N2CCCC(c3ccccc3)C2)cc1 (configuration not stated)	0.1	3	2.2	-6	-2.5	-3	-1.3	-0.1	-2	7.0	1
Cc1ccc(C2=NN(CCC(=O)NC3CCCC3)C(=O)CC2)cc1	0.1	0	0.0	-1	-1.0	0	-0.1	-0.2	1	0.2	1
Cc1c(C#N)c2ccccc2n1CCOc1ccccc1F	-0.7	-13	-2.4	-7	2.0	-1	-1.2	0.8	-3	1.2	4
CCOc1cc2c(cc1/C=C/c1noc(C)c1[N+](=O)[O-])OC(C)C2 (configuration not stated)	-0.3	1	-1.6	-10	-0.6	-5	-1.0	0.0	-5	0.3	-4
CC1CCCN(C(=O)c2ccc3ncsc3c2)C1 (configuration not stated)	2.7	1	1.1	-10	-1.0	-23	-1.2	0.9	-3	1.8	-6
COc1cccc2c1O/C(=N\O)C(C(=O)Nc1ccc(C)cc1)C2 (configuration not stated)	-2.0	-14	6.3	-3	-1.2	-1	-0.7	-2.2	3	-4.2	3
CC(=C/c1ccccc1)/C=N/NC(=O)c1cccs1	2.2	-2	19*	-22	7.8*	-2	-0.6	·	-9	3.0	5
O=C(O)C1C2C=CC(O2)C1C(=O)NCc1ccc2c(c1)OCO2 (configuration not stated)	-0.2	-1	0.2	1	2.5	-3	0.1	0.5	0	1.1	-9
CCCNc1sc(S(=O)(=O)CCC)nc1S(=O)(=O)c1ccc(C)cc1	0.1	6	-2.7	-5	-2.0	0	-1.9	0.5	0	1.9	-2
CCc1ccc(NC(=O)CCn2nc(C)c(S(=O)(=O)N3CCCCC3)c2C)cc1	-1.9	-13	0.1	-7	-0.1	-3	-1.2	0.1	1	7.6*	7
COC(=O)NC(NC(=S)Nc1ccc([N+](=O)[O-])cc1)C(Cl)(Cl)Cl (configuration not stated)	-0.3	6	-3.3	12*	0.0	5	-1.6	1.0	5	0.7	8
COCCNC(=O)C(OC(=O)CC1Sc2ccccc2NC1=O)c1ccncc1 (configuration not stated)	0.2	0	-0.8	-2	0.3	-4	-1.2	0.9	0	-0.5	0
CC(Nc1ccc(F)cc1F)C(=O)NC(=O)NC1CCCCC1 (configuration not stated)	-0.1	-5	0.4	2	-2.3	-4	-1.7	0.3	-2	2.3	0
Cc1ccc(S(=O)(=O)N(CC(=O)NCCSc2ccccn2)c2cc(C)cc(C)c2)cc1	0.4	-10	-3.2	0	-1.9	-2	-1.3	2.5	1	0.3	5
CCn1cc(C(=O)NCCCOC)c2cc(OC)c(OC)cc2c1=O	0.1	2	-2.2	2	-0.2	-9	-1.2	0.5	1	-1.1	-9
COc1cccc(CNCC(=O)NC(=O)NC2CCCC2)c1	-0.2	17	1.9	-10	-0.7	0	-1.1	1.8	2	-0.6	-16
c1ccc(CNc2ncn[nH]2)cc1	0.1	15	-1.4	0	-1.6	-3	-1.5	0.7	3	1.1	-19
CCOc1ccc(S(=O)(=O)N2c3ccccc3CC2C)cc1 (configuration not stated)	-1.1	-1	-3.0	0	0.1	-2	-1.3	-1.4	1	5.2	4
O=C(NCCS(=O)(=O)c1ccc(Br)cc1)c1ccccc1	1.5	9	-1.6	-6	-1.3	-1	-0.9	0.4	-2	0.6	1

Screens from PubChem.
